Screening results deposited in PubChem BioAssay by several laboratories.
STEP inh = STEP phosphatase inhibitors, primary screen, biochemical, fluorescence intensity, uHTS | Tyrosine-protein phosphatase non-receptor type 5 (Homo sapiens), P54829 | recombinant STEP, OMFP fluorogenic substrate | inhibition, % at 20 µM | 360,000 tested, 0.25% active | AID 588621, 2011;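 active = inhibition at 20 µM, scaled per plate between control wells, above about 37%, limit read from the data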;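 note: 0% = DMSO with enzyme and substrate and 100% = substrate only without enzyme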
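Assay system: isolated STEP enzyme / Timing: 20 min at room temperature, dark / Doses: 20 µM, 1% DMSO / Technique: fluorescence intensity, excitation 480 nm, emission 540 nm / Reagent: fluorogenic phosphatase substrate OMFP at 25 µM final / Measure: percent inhibition scaled to no-enzyme and uninhibited-enzyme controls, plate-pattern corrected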
LMPTP inh = LMPTP phosphatase inhibitors, primary screen, biochemical, fluorescence intensity, uHTS | recombinant LMPTP-A, OMFP fluorogenic substrate | inhibition, % at 20 µM | 360,000 tested, 0.22% active;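 active = compounds that cut the enzyme signal by at least half of the control window in the single-dose screen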;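 note: plate controls were DMSO wells with enzyme plus substrate for no effect and substrate without enzyme for full effect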
Target sequence (P24666 whole entry, looked up): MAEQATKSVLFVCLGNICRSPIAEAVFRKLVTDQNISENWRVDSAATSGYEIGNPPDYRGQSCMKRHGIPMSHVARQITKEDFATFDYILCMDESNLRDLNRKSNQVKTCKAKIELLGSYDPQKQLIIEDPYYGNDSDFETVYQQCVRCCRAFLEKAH
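Material: LMPTP-A; amount: 0.625 nM enzyme; doses: single 20 µM dose; times: reaction 50 min, room temperature, dark; technique: fluorescence intensity of OMFP turnover product; benchmarks: no-enzyme and uninhibited controls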
Scp-1 inhibitor = Scp-1 phosphatase inhibitors, primary screen, biochemical, colorimetric, uHTS; Carboxy-terminal domain RNA polymerase II polypeptide A small phosphatase 1 (Homo …; Recombinant Scp1, phosphopeptide, malachite green phosphate absorbance; inhibition, % at 20 µM; 340,000 tested, 0.88% active; AID 493091, 2011;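 active = inhibition above about 50% at 20 µM, limit read from the data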;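 note: plate controls were DMSO wells with enzyme for no effect and wells lacking enzyme for full effect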
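Material – SCP-1 phosphatase catalytic domain, residues 76-261 · Buffer or medium – Acidic Tris acetate buffer with magnesium and detergent · Also added – Phospho 17-mer peptide substrate · Compound – single 20 µM dose, 1% DMSO · Times – 45 min room-temperature reaction, 5 min colour, 30 min stabiliser · Technique – Phosphate-binding colour reagent, absorbance read at 630 nm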
NadD inh = inhibitors of S. aureus NadD, primary screen, biochemical, colorimetric, uHTS; purified NadD enzyme, colorimetric absorbance read-out; inhibition, % at 20 µM; 360,000 tested, 0.78% active; AID 602399, 2012; in the data active = inhibition above about 26%; note: some compounds past the cut are filed as inactive
NRP1-CendR mod = modulators of CendR peptide binding to NRP-1, primary screen, biochemical, fluorescence polarization, uHTS; Neuropilin-1 (Homo sapiens), O14786; FAM-RPARPAR peptide binding to NRP-1; inhibition, % at 25 µM; 360,000 tested, 0.85% active;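 active = inhibition or corrected inhibition above about 18%, plus a signal ratio from 0.5 to 1.5, limit read from the data, passing the limit was not always enough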; note: strong numbers were not always called active
DNMT1 inh = human DNMT1 methyltransferase inhibitors, primary screen, biochemical, molecular beacon, fluorescence, HinP1I cleavage, uHTS; AID 588458, 2011; inhibition (reported as % activation of signal), % at 10 µM; DNA (cytosine-5)-methyltransferase 1 (Homo sapiens), P26358; 360,000 tested, 0.83% active; in the data active = inhibition above about 50%
SUMO1 PPI mod = modulators of SUMO1 protein-protein interactions, primary screen, biochemical, uHTS | inhibition, % at 20 µM | SUMO1 binding to a labelled peptide, TR-FRET, 1 h | 360,000 tested, 0.33% active | AID 602429, 2012; in the data active = inhibition above about 37%
Target sequence (P63165 whole entry, looked up): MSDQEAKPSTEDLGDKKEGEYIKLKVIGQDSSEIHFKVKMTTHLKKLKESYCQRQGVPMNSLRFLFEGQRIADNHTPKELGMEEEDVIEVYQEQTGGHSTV
Neddyl block = inhibitors of cullin neddylation, primary screen, biochemical, TR-FRET, uHTS, NAE and Ubc12; NEDD8-conjugating enzyme Ubc12 (Homo sapiens) + NEDD8-activating enzyme E1 regulatory …; calls only at 25 µM; 360,000 tested, 0.58% active; in the data active = inhibition above about 36%
Target sequence (P61081 whole entry, looked up): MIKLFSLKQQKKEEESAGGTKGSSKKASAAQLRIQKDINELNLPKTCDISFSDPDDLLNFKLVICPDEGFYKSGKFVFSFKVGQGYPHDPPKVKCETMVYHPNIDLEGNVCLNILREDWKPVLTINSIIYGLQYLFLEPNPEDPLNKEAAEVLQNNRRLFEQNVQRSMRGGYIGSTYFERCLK
Target sequence (Q13564 whole entry, looked up): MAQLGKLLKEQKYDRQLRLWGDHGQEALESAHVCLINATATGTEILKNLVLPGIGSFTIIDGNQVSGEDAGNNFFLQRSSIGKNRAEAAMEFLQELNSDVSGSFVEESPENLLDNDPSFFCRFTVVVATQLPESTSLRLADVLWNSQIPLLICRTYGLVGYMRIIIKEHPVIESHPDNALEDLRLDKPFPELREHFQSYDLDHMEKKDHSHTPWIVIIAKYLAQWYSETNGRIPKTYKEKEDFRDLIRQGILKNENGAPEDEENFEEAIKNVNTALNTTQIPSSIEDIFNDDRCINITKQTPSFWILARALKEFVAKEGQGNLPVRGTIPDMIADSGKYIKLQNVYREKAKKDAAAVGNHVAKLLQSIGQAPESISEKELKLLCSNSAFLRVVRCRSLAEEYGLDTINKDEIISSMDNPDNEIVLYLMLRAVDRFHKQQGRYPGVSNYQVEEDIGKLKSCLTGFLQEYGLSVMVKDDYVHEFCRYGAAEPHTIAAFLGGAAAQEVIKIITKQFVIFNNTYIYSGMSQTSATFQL
SKN-1 block = suppressors of acrylamide-induced Pgst-4::GFP reporter in worms, primary screen, SKN-1 inhibitor project, whole organism, uHTS, GFP/RFP fluorescence ratio, strain VP596; inhibition, % at 21.8 µM; C. elegans VP596 Pgst-4::GFP/RFP ratio, 24 h; 360,000 tested, 0.49% active;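 active = interference check ratio from 0.5 to 1.5 plus GFP to RFP signal ratio inhibition reaching or exceeding a fixed threshold, cut at about 30% in these data, passing the limit was not always enough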; note: some compounds called inactive have numbers as strong as hits
TbMetRS inhib = T. brucei MetRS inhibitors, primary screen, biochemical, luminescence. purified T. brucei MetRS, ATP depletion, Kinase-Glo luminescence. methionyl-tRNA synthetase (Trypanosoma brucei brucei). inhibition, % at 11.9 µM. 360,000 tested, 0.4% active. AID 624268, 2012;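 active = inhibition above a per-plate cutoff of the control wells' mean inhibition plus 3 SD, cut at about 5.5% in these data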;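 note: 0% = DMSO wells median and 100% = median of wells with control inhibitor compound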
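Assay system: T. brucei methionyl-tRNA synthetase, purified | Medium: HEPES buffer with MgCl2, KCl, DTT, spermine, BSA, pyrophosphatase | Compound: 11.9 µM single point | Incubation: 15 min enzyme-compound preincubation, 2 h reaction, 10 min detection, 25 °C | Measured by: Kinase-Glo luciferase luminescence reporting remaining unconsumed ATP | Measure: % inhibition normalized to control-well medians | Replication: Singlicate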
The depositor's hits bear a star; i = inactive; / = no result given.

SMILES	STEP inh	LMPTP inh	Scp-1 inhibitor	NadD inh	NRP1-CendR mod	DNMT1 inh	SUMO1 PPI mod	Neddyl block	SKN-1 block	TbMetRS inhib
COc1ccccc1N1C(=O)CC(N2CCN(c3ccc([N+](=O)[O-])cc3)CC2)C1=O (centres undefined)	1	0.3	-2	0	4	0	-24	i	-6	-0.3
O=C(CNC(=O)c1ccco1)Nc1ccc(F)cc1	20	-2.6	-5	2	12	0	2	i	0	-0.2
COCCNC(=O)C(c1ccc(OC)cc1)N(C(=O)Cn1nnc2ccccc21)c1cccnc1 (centres undefined)	-2	-1.1	-8	2	8	0	-8	i	7	-0.3
Cc1ccc(/C=N/N2CCN(c3ccccn3)CC2)o1	0	-0.9	-4	-2	8	5	-5	i	-20	0.7
Cc1ccc(C)c(OCCC(=O)NNC(=O)Cn2nc(C)cc2C)c1	0	0.9	-4	-6	6	0	-1	i	-6	-0.2
COc1ccc(NS(=O)(=O)c2cc(NC(=O)Cc3cccs3)ccc2C)cc1	-5	0.2	-10	-3	2	-2	0	i	-5	0.6
COc1ccc(S(=O)(=O)N2C[C@@H](O)COC[C@@H]3O[C@H](CC(=O)NCCCN4CCOCC4)CC[C@H]32)cc1	/	-3.1	/	/	-3	/	2	i	0	-1.4
CCNCC(=O)Nc1ccc(N2CCOCC2)cc1	0	-0.4	-1	1	6	-5	-2	i	-2	1.0
O=C(OCC(=O)N1CCOCC1)c1c(Cl)ccc(Cl)c1Cl	-2	-0.8	-5	-3	-1	-2	-2	i	-5	-0.3
CC(C)N=C(NS(=O)(=O)NC(=O)c1ccccc1)c1ccccc1	-1	-0.3	3	0	4	-2	0	i	3	-0.2
Nc1nonc1-n1nnc(C(=O)N/N=C/c2ccccc2Cl)c1COc1ccc(F)cc1	2	3.7	-4	7	6	-5	-3	i	-10	-1.1
Cc1cc2c(cc(C(=O)OCC(=O)NCc3cccs3)n2C(C)C)o1	2	-0.1	-9	-5	13	-1	20	i	-1	-1.4
CN(C)/C=C1\C(=O)N(c2ccc([N+](=O)[O-])cc2)N=C1c1ccccc1	2	-1.0	1	4	0	-7	10	i	4	-1.4
C#CCOCCOCCOCCNc1nc(N2CCN(C(=O)C(CCC(=O)O)n3cc(C(N)CC(C)C)nn3)CC2)nc(N2CCN(C(=O)C(Cc3cc4ccccc4[nH]3)n3cc(C(N)Cc4ccc(O)cc4)nn3)CC2)n1 (centres undefined)	4	-0.7	9	9	-5	-3	4	i	21	/
COc1ccc(CCNC(=S)Nc2ccc(C)cc2C)cc1	1	-1.2	-1	0	-1	-5	5	i	0	-0.1
CCC1CCCCN1CCCNC(=O)c1ccc2c(=O)n(CCOC)c(=O)[nH]c2c1 (centres undefined)	2	-1.3	-4	-4	9	1	4	i	17	0.1
CCCC(=O)Nc1nnc(/C=C/c2ccc(OC)cc2)s1	1	-1.2	12	-8	-3	1	-14	/	17	-0.7
Cc1ccccc1S(=O)(=O)N1C(c2ccc(Cl)cc2)CC=C(C(=O)O)C1c1cccc(Cl)c1 (centres undefined)	/	-1.8	/	/	-26	/	7	i	11	-0.6
CC(=NOC(=O)c1ccc(F)cc1)c1nccs1	-1	-2.3	/	-3	-3	5	-2	i	3	-0.1
CC1CC(C)CN(CCC(=O)Nc2ccc3c(c2)CCC3)C1 (centres undefined)	-4	-2.1	-1	-10	-3	3	2	i	2	-0.9
O=C(NCCCNC(=O)c1ccccc1Cl)c1cnccn1	2	-2.1	-4	3	10	0	1	i	14	-0.3
Cc1ccc(OCCn2nc3ccccc3n2)c(C)c1	-1	1.5	-13	-7	-14	0	-3	i	-6	-0.6
CC1(C(=O)NS(=O)(=O)c2ccc3ccccc3c2)CCN1C(=O)Cc1ccc(Cl)cc1Cl (centres undefined)	4	-2.3	/	0	1	-1	5	i	-8	0.1
COc1ccc(-c2cc(=O)oc3c(C)c(OCC(=O)NCC4CCC(C(=O)O)CC4)ccc23)cc1 (centres undefined)	-3	-1.2	7	6	-8	-2	-11	i	-8	-0.3
COc1ccc(NC(=O)CCCNC(=O)c2ccc(Cl)cc2)cc1S(=O)(=O)N1CCCCC1	-2	0.1	-5	3	1	1	-4	i	1	0.7

Continuation:
SMILES	STEP inh	LMPTP inh	Scp-1 inhibitor	NadD inh	NRP1-CendR mod	DNMT1 inh	SUMO1 PPI mod	Neddyl block	SKN-1 block	TbMetRS inhib
Cc1ccc(S(=O)(=O)N2CCN(C(=O)c3c(-c4ccccc4)noc3C)CC2)c(C)c1	2	0.8	-3	0	0	1	-1	i	4	-0.5
Cc1ccc(NC(=O)CN(C)C(=O)CNC(=O)c2cccs2)cc1	-1	-0.3	4	1	6	3	2	i	-6	-0.3
CCC(C(=O)Nc1cc(C)cc(C)n1)c1ccccc1 (centres undefined)	1	-0.6	8	-2	-1	4	-5	i	1	-0.3
Cc1cc(=O)oc2cc(OCC(=O)N3CCN(C(=O)C4COc5ccccc5O4)CC3)c(Cl)cc12 (centres undefined)	3	1.2	-5	11	-2	-2	2	i	10	-0.3
COc1cc(Cl)c(C)cc1NC(=O)COC(=O)c1cc[n+]([O-])cc1	2	-0.5	-17	-3	6	1	-8	i	0	-0.9
COc1ccc(OC)c(C(C)NC(=O)Nc2cccc(C(C)=O)c2)c1 (centres undefined)	0	-1.6	-19	-6	2	-3	-3	i	-1	0.2
Cc1[nH]c2ccccc2c1/C=N/NC(=O)CNC(=O)Cc1ccccc1	-3	-0.5	-6	-3	-1	-3	8	i	2	-0.4
COc1ccc(NC(=O)C2Cc3c(-c4ccncc4)ccnc3O2)cc1OC (centres undefined)	1	-0.4	/	-3	17	2	1	i	22	0.2
CC1CC(C(F)F)n2nc(C(=O)Nc3sc4c(c3C#N)CCC(C(C)(C)C)C4)nc2N1 (centres undefined)	1	-0.7	-6	23	0	13	4	/	10	-0.3
Fc1ccc(Nc2nc(-c3ccncc3)nc3ccccc23)cc1F	14	13	-13	3	-5	56*	19	i	31	-0.3
COc1ccc(C(=O)NN(C)c2nc(C(F)(F)F)nc3ccccc23)cc1	-1	1.3	-3	0	-4	-1	0	i	11	-0.2
CC1CCN(S(=O)(=O)c2cn(CC(=O)Nc3cccc(C#N)c3)cn2)CC1	0	-0.8	1	-1	6	1	-5	i	9	3.5
CCOC(=O)COc1ncn(-c2ccccc2)n1	-1	-0.2	0	-5	5	-1	-2	i	12	-0.4
Cc1cc(C(=O)CN2C(=O)NC3(CCCCC3)C2=O)c(C)n1Cc1ccco1	0	1.2	-4	-7	9	-5	-4	i	8	-0.8
CCCCNC(=O)Cn1cnc2ccc(S(=O)(=O)N3CCC(C)CC3)cc2c1=O	1	2.0	5	0	14	-2	0	i	-5	-1.0
O=C(Cn1c2[n+](c3ccc(C(F)(F)F)cc31)CCCCC2)c1cccc([N+](=O)[O-])c1	2	-1.6	3	6	-3	-8	-13	i	2	0.9
COc1ccc(CCN(C)C(=O)c2c(C)nn(-c3ccccc3)c2C)cc1OC	-4	-9.3	-5	1	19	2	-38	i	-5	-0.3
CCCCCCCCC(=O)N/N=C/c1cccc(Br)c1	0	3.1	-1	8	0	7	1	i	-5	0.6
CCOC(=O)C1CCCN(CCC(=O)Nc2c(C(=O)OC)[nH]c3cc(OC)ccc23)C1 (centres undefined)	-3	-0.5	-8	-4	9	-1	0	i	17	-0.3
COc1cccc(/C=N/NC(=O)C(c2ccncc2)N2CCOCC2)c1 (centres undefined)	-4	-2.0	-14	-3	1	0	-6	i	8	-0.3
Cc1cc(NC(=O)CSc2nnc(-c3cccnc3)n2N)no1	-3	-1.1	5	5	5	-1	10	i	8	-0.4
CCS(=O)(=O)c1ccc(Sc2nncn2C)c([N+](=O)[O-])c1	-2	-1.0	-5	-7	-23	1	-27	i	5	-0.6
CCN(c1ccccc1)S(=O)(=O)c1ccc(OC)c(NC(=O)c2ccco2)c1	-1	1.4	/	-12	4	-2	1	i	2	-0.2

An excerpt from above, limited to SKN-1 block, NadD inh and TbMetRS inhib:
SMILES	SKN-1 block	NadD inh	TbMetRS inhib
CCCCNC(=O)Cn1cnc2ccc(S(=O)(=O)N3CCC(C)CC3)cc2c1=O	-5	0	-1.0
O=C(Cn1c2[n+](c3ccc(C(F)(F)F)cc31)CCCCC2)c1cccc([N+](=O)[O-])c1	2	6	0.9

Record cards, from the list above:
Results for O=C(Cn1c2[n+](c3ccc(C(F)(F)F)cc31)CCCCC2)c1cccc([N+](=O)[O-])c1 → STEP inh = 2; LMPTP inh = -1.6; Scp-1 inhibitor = 3; NadD inh = 6; NRP1-CendR mod = -3; DNMT1 inh = -8; SUMO1 PPI mod = -13; Neddyl block = i; SKN-1 block = 2; TbMetRS inhib = 0.9
Results for COc1ccc(NC(=O)C2Cc3c(-c4ccncc4)ccnc3O2)cc1OC (centres undefined) → STEP inh = 1; LMPTP inh = -0.4; Scp-1 inhibitor = /; NadD inh = -3; NRP1-CendR mod = 17; DNMT1 inh = 2; SUMO1 PPI mod = 1; Neddyl block = i; SKN-1 block = 22; TbMetRS inhib = 0.2
Results for CC1CCN(S(=O)(=O)c2cn(CC(=O)Nc3cccc(C#N)c3)cn2)CC1 → STEP inh = 0; LMPTP inh = -0.8; Scp-1 inhibitor = 1; NadD inh = -1; NRP1-CendR mod = 6; DNMT1 inh = 1; SUMO1 PPI mod = -5; Neddyl block = i; SKN-1 block = 9; TbMetRS inhib = 3.5
